Rv3671c inh: inhibitors of M. tuberculosis serine protease Rv3671c. P9WHR9. inhibition, % at 5.96 µM. 0.048% of 320,000 active; in the data active = inhibition above about 38%;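 also: extracellular domain of Rv3671c used as enzyme; 0% = enzyme with DMSO and 100% = no enzyme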
Target sequence (P9WHR9 whole entry, looked up, the tested form may be a part): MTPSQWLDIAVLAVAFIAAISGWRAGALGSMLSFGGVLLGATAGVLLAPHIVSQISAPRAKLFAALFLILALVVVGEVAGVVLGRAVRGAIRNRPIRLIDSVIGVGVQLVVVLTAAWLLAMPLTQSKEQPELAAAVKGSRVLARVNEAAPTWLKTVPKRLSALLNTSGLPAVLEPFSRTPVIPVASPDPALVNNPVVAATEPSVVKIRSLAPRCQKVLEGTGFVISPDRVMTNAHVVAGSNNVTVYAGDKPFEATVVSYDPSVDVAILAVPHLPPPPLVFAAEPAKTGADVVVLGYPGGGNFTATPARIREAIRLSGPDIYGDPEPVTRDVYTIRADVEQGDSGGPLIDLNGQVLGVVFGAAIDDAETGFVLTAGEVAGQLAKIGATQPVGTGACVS
MazEF act: increases E. coli MazEF RNase cleavage of RNA; FAM/BHQ RNA-DNA oligo cleavage fluorescence, 5 h; activation, % at 20 µM; P0AE70; 0.32% of 350,000 active; in the data active = activation above about 50%
Target sequence (P0AE70 whole entry, looked up): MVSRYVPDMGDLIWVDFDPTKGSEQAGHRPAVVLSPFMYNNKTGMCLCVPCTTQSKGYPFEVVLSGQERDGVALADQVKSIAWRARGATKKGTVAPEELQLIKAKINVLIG
GDH-TPI counter: inhibits GDH-TPI coupling enzymes, artifact for Mtb FBA screen. 1.2% of 360,000 active. inhibition, % at 4.8 µM. AID 588335. GDH-TPI coupled enzyme counterscreen, NADH absorbance; in the data active = inhibition above about 30%;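 also: 0% = DMSO wells and 100% = wells lacking the enzyme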
PrPC surface inh: reduces human prion protein on the cell surface. inhibition, % at 13.8 µM. cell surface PrPC, TR-FRET read-out. 0.43% of 370,000 active. P04156; in the data active = inhibition above about 24%; also: 0% = median of the test wells and 100% = reference compound wells
BoNT F protease: blocks Botulinum neurotoxin F light chain protease | Multiplex microsphere protease cleavage assay, flow cytometry | inhibition, % at 10 µM | 0.22% of 360,000 active; in the data active = inhibition above about 35%, passing the limit was not always enough; inconclusive = no clear call, values can overlap the other calls; also: plate controls were buffer without enzyme for full effect and enzyme alone for no effect
Mtb FBA inh: Mtb fructose-bisphosphate aldolase inhibition; P9WQA3; purified M. tuberculosis FBA, fluorescence read-out; inhibition, % at 1 µM; 2.3% of 360,000 active; AID 588726; in the data active = inhibition above about 27%;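 also: 0% = vehicle and 100% = reference inhibitor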
Mtb BioA inh: inhibitors of Mycobacterium tuberculosis BioA enzyme | inhibition, % at 9.99 µM | purified M. tuberculosis BioA enzyme, plate reader | 0.096% of 360,000 active; in the data active = inhibition above about 40%; inconclusive = no clear call, values can overlap the other calls
FadD28 binding: blocks FadD28 binding to the bisubstrate probe; fluorescence polarization; inhibition, % at 12.5 µM; 0.22% of 360,000 active; AID 588549; in the data active = inhibition above about 8.5%, passing the limit was not always enough; inconclusive = no clear call, values can overlap the other calls
UGM FP inh: Mtb UDP-galactopyranose mutase inhibition; P9WIQ1; purified UGM, fluorescence polarization probe displacement; inhibition, % at 10 µM; 0.06% of 320,000 active; in the data active = inhibition above about 10%, passing the limit was not always enough; inconclusive = no clear call, values can overlap the other calls
Target sequence (P9WIQ1 whole entry, looked up): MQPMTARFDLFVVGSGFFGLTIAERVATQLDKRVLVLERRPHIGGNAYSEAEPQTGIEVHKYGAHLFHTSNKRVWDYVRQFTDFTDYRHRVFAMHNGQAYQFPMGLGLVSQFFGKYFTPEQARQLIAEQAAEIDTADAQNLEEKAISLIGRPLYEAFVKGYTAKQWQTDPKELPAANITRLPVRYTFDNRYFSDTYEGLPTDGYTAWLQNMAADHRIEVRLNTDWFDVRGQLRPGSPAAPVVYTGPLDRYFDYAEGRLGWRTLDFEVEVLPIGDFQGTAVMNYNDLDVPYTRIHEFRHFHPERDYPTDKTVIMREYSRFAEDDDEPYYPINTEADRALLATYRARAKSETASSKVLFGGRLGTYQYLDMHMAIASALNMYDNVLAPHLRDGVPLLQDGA
* marks the source's active call; other numbers are inactive results; ? = inconclusive; nt = not tested or not shown; + = active, no number.

SMILES	Rv3671c inh	MazEF act	GDH-TPI counter	PrPC surface inh	BoNT F protease	Mtb FBA inh	Mtb BioA inh	FadD28 binding	UGM FP inh
Cn1c(/C(C#N)=C(\O)c2ccccc2Cl)nc2ccccc21	3	6	24	-6	-2	0	nt	-1.1	-0.7
CN(C)c1cc[n+](CC(=O)Nc2ccc(Cl)cc2)cc1	4	3	8	-2	16	-5	-2.6	-2.1	-0.9
COc1ccccc1-n1c(SCC(=O)NCC2CCCO2)nc2c([nH]c3ccccc32)c1=O (stereo unspecified)	-1	-1	11	-2	3	9	-0.2	-1.0	-1.8
Cc1onc(C(=O)Nc2cccc(C(F)(F)F)c2)c1[N+](=O)[O-]	1	11	2	-6	0	0	2.2	0.0	2.8
Cc1ccc(-c2ccc(CN3C(C(C)C)C(=O)N(Cc4cn(Cc5ccco5)nn4)CCS3(=O)=O)cc2)cc1 (stereo unspecified)	nt	5	2	5	-5	-3	0.0	-3.0	nt
COc1ccc(C(=O)O)cc1NS(=O)(=O)c1cccc2nsnc12	-3	5	24	-22	3	-1	0.7	-0.3	nt
O=c1cc(-c2cccs2)oc2ccc(Cl)cc12	-11	4	38*	-9	0	38*	-4.9	-1.1	4.9
CCCN1CCC(NC(=O)Nc2ccc(Br)cc2)CC1	-17	3	3	1	-6	-2	1.0	-0.9	3.4
Cc1cc(CNC(=O)c2cccc([N+](=O)[O-])c2C)c2ccccc2n1	-1	2	5	-4	-10	-3	nt	-3.6	0.0
O=C(N/N=C/C(Br)=C\c1ccccc1)c1ccc2nc[nH]c2c1	-4	5	23	-6	-6	-3	12	-7.3	-1.2
COc1ccc(C/C(C)=N/NC(=O)c2ccc(C)cc2C)cc1	-7	-2	-6	6	-2	-3	-0.5	-1.7	0.7
Cc1cc(NC(=O)c2cc(C)on2)n(-c2ccccc2)n1	0	1	3	-5	-4	3	nt	-0.6	-0.5
COc1ccccc1/C=C/C(=O)NC(=S)Nc1ccc(S(=O)(=O)N(C)c2ccccc2)cc1	-14	1	15	4	4	5	-0.7	-4.8	-1.7
CCOc1ccccc1C(=O)NC(C(=O)OCC(=O)Nc1nnc(-c2ccccc2)o1)C(C)C (stereo unspecified)	-2	-3	6	nt	-7	3	0.2	-2.0	2.5
Cc1cc(Cl)ccc1NC(=S)NCC(O)c1ccccc1 (stereo unspecified)	4	10	5	-2	?	1	1.6	-1.2	-4.2
O=C(Nc1cnn(Cc2ccc(F)cc2)c1)c1cnn2c(C(F)F)cc(-c3ccccc3)nc12	6	2	-1	2	4	0	nt	-2.5	2.1
COCCNC(=O)CSc1nc2cc(OC)c(OC)cc2c(=O)n1CCc1ccc(S(N)(=O)=O)cc1	5	0	-10	7	2	-3	-0.8	-3.3	-2.9
Cc1ccc(NC(=O)CSc2nnnn2C)cc1S(=O)(=O)N1CCCCC1	nt	-17	-5	-7	0	-3	0.8	-4.5	nt
C=CC[C@@H](CC(=O)N[C@H](CO)Cc1ccccc1)C(=O)N[C@H](COC(=O)[C@H](CC=C)CC(=O)OC(C)(C)C)Cc1c[nH]c2ccccc12	nt	4	3	-3	-1	-1	1.7	0.1	nt
COc1ccccc1CNC(=O)Cn1cc2c(n1)CCCC2	10	8	-14	0	4	0	-0.3	-1.9	-0.4
Cc1ccc(C)c(OCc2cc(C(=O)N3CC[C@@H]4CCCC[C@H]4C3)no2)c1	-6	3	1	5	-12	2	-1.9	-2.7	0.3
Oc1ccc(Nc2nc3ccccc3nc2Nc2ccc(O)cc2)cc1	-4	31	4	nt	-5	-2	-0.1	?	2.6
Cc1occc1C(=O)N/N=C/C=C/c1ccccc1[N+](=O)[O-]	-7	4	17	-21	-4	-3	nt	-3.1	-0.8
COc1ccc(CC(=O)N/N=C/c2ccc(-c3cccc(C(=O)O)c3)o2)cc1OC	-6	-3	75*	-13	-8	5	1.0	0.7	-1.0
COc1ccc(C2CC(c3cccs3)=NN2C(=O)c2ccccc2)cc1OC (stereo unspecified)	-5	4	6	-11	-17	-2	-0.4	-1.7	-2.1

Reprinted at random: two compounds from above.
SMILES	Rv3671c inh	MazEF act	GDH-TPI counter	PrPC surface inh	BoNT F protease	Mtb FBA inh	Mtb BioA inh	FadD28 binding	UGM FP inh
COc1ccccc1/C=C/C(=O)NC(=S)Nc1ccc(S(=O)(=O)N(C)c2ccccc2)cc1	-14	1	15	4	4	5	-0.7	-4.8	-1.7
Cc1cc(NC(=O)c2cc(C)on2)n(-c2ccccc2)n1	0	1	3	-5	-4	3	nt	-0.6	-0.5

(more compounds)
SMILES	Rv3671c inh	MazEF act	GDH-TPI counter	PrPC surface inh	BoNT F protease	Mtb FBA inh	Mtb BioA inh	FadD28 binding	UGM FP inh
O=c1c2ccccc2oc2cc(NCCCn3ccnc3)ccc12	-13	5	23	2	-3	+	-0.3	-0.7	5.2
CC(=O)c1cccc(NC(=O)Cn2cnc(S(=O)(=O)N3CCOCC3)c2)c1	2	12	-2	nt	1	0	-1.0	-2.6	1.5
COc1ccc(COc2ccsc2C(=O)Nc2ccc(Cl)c(Cl)c2)cc1	-1	-9	9	21	-6	1	-0.5	-2.4	3.8
CCOC(=O)C1CCCN(S(=O)(=O)c2ccc3c(c2)CC(C)N3C(=O)C2CC2)C1 (stereo unspecified)	0	3	0	0	-5	4	1.4	0.0	-0.6
Cc1ccc(NC(=O)c2ccc(-n3cncn3)c([N+](=O)[O-])c2)cc1	2	3	9	-21	-6	0	nt	-0.6	1.3
O=C(NCc1ccncc1)c1cccc(Cn2cc(Br)cn2)c1	5	2	8	11	-6	2	1.9	-1.6	-0.6
CC(C)C(=O)N1CCCC1(C)C(=O)N(C)Cc1cccc2ccccc12 (stereo unspecified)	nt	nt	9	3	2	2	-1.3	-1.9	nt
O=C(Nc1ccc(N2CCN(C(=O)c3ccco3)CC2)cc1)c1ccccc1F	-4	-6	3	2	-3	-4	-1.7	0.1	1.3
CCOc1ccc(S(=O)(=O)N2CCCC(C(=O)Nc3cccc(C)c3)C2)cc1 (stereo unspecified)	-1	1	1	3	5	1	-1.1	0.6	0.0
COc1ccccc1NC(=O)NCCc1ccccc1	nt	-3	5	-2	0	0	-0.3	-1.0	-0.4
CCOC(=O)N1CCC(NC(=O)c2ccc(N3CCC4(CC3)OCCO4)c([N+](=O)[O-])c2)CC1	0	-6	10	-40	-1	-1	-0.2	-1.0	0.3
O=C1/C(=C\c2cccnc2)Sc2ccccc21	-24	-5	7	-2	-5	-8	nt	-0.9	5.2
O=C1CC(C(=O)O)S/C(=N\NC(=O)c2ccc(F)cc2)N1 (stereo unspecified)	-1	1	9	7	8	1	0.1	1.2	0.0
O=C(Cn1c2ccccc2c(=O)c2ccccc21)Nc1cccc(F)c1	-95	-1	6	11	2	90*	nt	-1.8	-3.2
CNc1nc(N)c(C(=O)C23CC4CC(CC(C4)C2)C3)s1	-6	0	18	10	-7	-4	nt	-3.8	2.0
O=C(COc1cccc(NC(=O)c2cccc([N+](=O)[O-])c2)c1)c1ccc(F)cc1	-39	3	-11	-2	-3	-2	nt	-1.8	0.5
CCOC(=O)N1CCN(C(=O)c2ccc(Cl)c(S(=O)(=O)N3CCOCC3)c2)CC1	5	-2	-5	0	13	7	1.1	1.6	0.1
CCC(C)c1ccc(O)c(NC(=O)c2ncn[nH]2)c1 (stereo unspecified)	-10	1	4	2	-12	5	2.1	0.0	2.4
O=C(NC1CCCCC1)N1CCCC1	0	0	4	-3	1	2	0.3	-0.3	4.2
O=C(CSc1nc2[nH]ncc2c(=O)n1-c1ccccc1)NCc1cccs1	3	2	1	0	3	-4	nt	-0.7	0.1
COCc1cc(C)n(CC(=O)Nc2ccc(N3CCOCC3)c(Cl)c2)c(=O)c1C#N	-7	12	11	-9	-14	1	-0.9	1.4	-0.6
CCN1C(=O)[C@H]2[C@@H](c3ccc(OC)cc3)N[C@]3(CCCN(Cc4ccc(Cl)cc4)C3=O)[C@H]2C1=O	nt	-9	7	-4	-1	4	1.2	-3.1	nt
O=C(CSc1nc2nn(-c3ccccc3)c(=O)c-2c2n1CCCCC2)c1ccc(O)c(O)c1	-4	3	0	nt	-11	11	-1.3	2.8	2.7
c1cncc(-c2nc(-c3ccc4c(c3)OCO4)cs2)c1	3	6	14	-9	-2	0	7.6	-0.2	-1.3
COC(=O)c1ccc(NC(=O)C2CC(=O)N(c3cc(C)ccc3C)C2)cc1 (stereo unspecified)	-6	0	-14	2	-8	1	-1.5	1.1	2.8
SMILES	Rv3671c inh	MazEF act	GDH-TPI counter	PrPC surface inh	BoNT F protease	Mtb FBA inh	Mtb BioA inh	FadD28 binding	UGM FP inh
COc1ccc(NC(=O)COc2ccc(N(C)S(=O)(=O)c3ccc(Cl)cc3)cc2)cc1OC	-1	0	-4	19	-13	0	-2.5	-1.1	3.9
COc1ccc(CN(C)C(=O)c2cccc(NS(=O)(=O)c3ccccc3)c2)c(OC)c1	-4	-2	-1	-3	-17	0	0.4	-1.0	1.8
Cc1oc2cc(OC(C)C(=O)O)ccc2c(=O)c1Oc1ccccc1 (stereo unspecified)	1	1	5	-1	-5	4	-0.8	-0.8	1.6
CC(CNC(=O)C(=O)NC(C)CCc1ccccc1)Cc1ccccc1 (stereo unspecified)	1	-6	0	4	0	-1	-0.6	-2.5	1.6
Cc1cc(OCC(=O)N(C)c2ccccc2)cc2c1C(=O)CC(C)(C)O2	10	1	1	0	?	8	-0.9	-2.8	-0.9
NC(=O)CSc1cn(Cc2cccc(F)c2)c2ccccc12	-1	2	1	-4	4	0	-1.3	-0.9	-1.7
Cn1c(SCc2ccccc2)nnc1-c1cccs1	-4	1	-4	-2	-4	6	2.5	-3.5	-0.5
COc1ccc(C)cc1N(CC(=O)NC1CCCC1)C(=O)Cn1nnc(-c2ccc(C)o2)n1	nt	7	-7	0	0	-3	0.4	-3.2	nt
CC(=O)Nc1ccc(SCC(=O)c2cc(C)ccc2C)cc1	-20	-1	4	3	-24	2	2.8	-1.4	-1.2
COc1ccc(C(=O)O/N=C(\N)Cc2ccc(Cl)c(Cl)c2)cc1OC	-9	7	-3	-4	-6	2	nt	-11	-1.3
COc1ccc(S(=O)(=O)NCCSc2ccc(Cl)cc2)cc1OC	-3	-6	-5	9	-15	-3	0.2	-5.1	-2.5
Cc1n[nH]c(=O)c2c(NC(=O)COC(=O)COc3cccc(Br)c3)oc(C)c12	1	4	8	-10	0	0	-0.1	-1.0	1.0
CCCn1c(N)c(C(=O)CSc2nc3ncc(Cl)cc3[nH]2)c(=O)n(C)c1=O	8	15	-3	-4	nt	2	-0.2	0.7	0.9
Cc1csc(NC(=O)CSc2ccc(-c3ccc(F)cc3)nn2)n1	-4	5	-5	7	-4	-2	nt	-2.0	5.0
CSc1ccc(/C=C(/Sc2nnc(-c3ccccc3)o2)C(=O)O)cc1	-3	5	11	10	3	1	-1.2	-0.4	3.9

Part of the list above, with bars between the fields:
compound | Rv3671c inh | MazEF act | GDH-TPI counter | PrPC surface inh | BoNT F protease | Mtb FBA inh | Mtb BioA inh | FadD28 binding | UGM FP inh
CSc1ccc(/C=C(/Sc2nnc(-c3ccccc3)o2)C(=O)O)cc1 | -3 | 5 | 11 | 10 | 3 | 1 | -1.2 | -0.4 | 3.9
COc1ccc(C)cc1N(CC(=O)NC1CCCC1)C(=O)Cn1nnc(-c2ccc(C)o2)n1 | nt | 7 | -7 | 0 | 0 | -3 | 0.4 | -3.2 | nt
Cc1oc2cc(OC(C)C(=O)O)ccc2c(=O)c1Oc1ccccc1 (stereo unspecified) | 1 | 1 | 5 | -1 | -5 | 4 | -0.8 | -0.8 | 1.6
COc1ccc(NC(=O)COc2ccc(N(C)S(=O)(=O)c3ccc(Cl)cc3)cc2)cc1OC | -1 | 0 | -4 | 19 | -13 | 0 | -2.5 | -1.1 | 3.9
Cc1csc(NC(=O)CSc2ccc(-c3ccc(F)cc3)nn2)n1 | -4 | 5 | -5 | 7 | -4 | -2 | nt | -2.0 | 5.0
COc1ccc(S(=O)(=O)NCCSc2ccc(Cl)cc2)cc1OC | -3 | -6 | -5 | 9 | -15 | -3 | 0.2 | -5.1 | -2.5

Assay outcomes: PubChem, several laboratories
